High-throughput results from PubChem BioAssay.
Diaphorase act: counter-screen for diaphorase-based assays: diaphorase activators and chemical reducers; Diaphorase/resazurin coupled assay, resorufin fluorescence, 16 min; stronger effect = higher value; 1 = vehicle wells, 0 = NADH-free wells; activation factor at 20 µM; 0.005% of 190,000 active;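 active = diaphorase activity raised at least twofold by the compound at 20 µM; inactive = activation factor below 2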
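Measured by – red resorufin fluorescence at 544/590 nm excitation/emission · Test system – Clostridium kluyveri diaphorase, purified enzyme · Incubation – reaction time 16 min, room temperature · Buffer or medium – 50 mM HEPES pH 7.4 with 4.542 mM MgCl2, 0.005% Tween 20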
TNAP act hiacc: TNAP (human) activation, high acceptor; P05186; purified TNAP, CDP-star luminescence, 1 M DEA, 30 min; stronger effect = higher value; 0 = EDTA background, 1 = DMSO-only activity; activation factor at 20 µM; 200,000 tested, under 10 active; AID 1136;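 active = activation factor at least 2 at 20 µM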
Target sequence (P05186 whole entry, looked up): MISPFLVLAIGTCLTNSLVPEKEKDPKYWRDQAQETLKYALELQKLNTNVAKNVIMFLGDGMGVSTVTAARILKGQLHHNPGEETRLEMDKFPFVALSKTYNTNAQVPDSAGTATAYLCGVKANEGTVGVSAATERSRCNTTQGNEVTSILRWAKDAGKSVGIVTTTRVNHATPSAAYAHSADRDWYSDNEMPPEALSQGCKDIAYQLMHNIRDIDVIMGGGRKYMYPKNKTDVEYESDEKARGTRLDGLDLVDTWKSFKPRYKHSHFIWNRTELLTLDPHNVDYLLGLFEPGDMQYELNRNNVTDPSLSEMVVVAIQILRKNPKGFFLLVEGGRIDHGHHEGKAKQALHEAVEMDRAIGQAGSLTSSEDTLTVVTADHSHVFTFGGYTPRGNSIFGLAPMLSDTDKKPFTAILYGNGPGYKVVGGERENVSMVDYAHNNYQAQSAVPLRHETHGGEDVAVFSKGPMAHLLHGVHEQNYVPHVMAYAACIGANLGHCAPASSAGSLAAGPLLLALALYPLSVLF
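Dosing: 20 µM single point. System: human TNAP. Amount: TNAP 1/800 final. Incubation: 30 min, room temperature. Read-out: TNAP activation factor scaled between EDTA and DMSO control wells. Signal: luminescence from CDP-star hydrolysis. Medium: 1 M DEA, pH 9.8, Mg2+, Zn2+. Control set: EDTA negative control, DMSO positive control.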
bIAP act: increases bovine intestinal alkaline phosphatase activity; purified bovine IAP, CDP-star luminescence, 30 min; stronger effect = higher value; fold of DMSO-control signal, blank-subtracted; activation factor at 20 µM; 0.17% of 200,000 active; AID 1016;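 active = activation factor of 2 or more at 20 µM, a signal rise over negative controls twice the positive control's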
PMI act satM6P: activators of human phosphomannose isomerase at near-saturating mannose 6-phosphate. P34949. coupled PMI enzyme assay, resazurin fluorescence, 20 min; stronger effect = higher value; 1 = untreated enzyme, 0 = substrate-free blank. activation factor at 20 µM. 0.34% of 190,000 active. AID 1216;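 active = activation factor of 2 or more at 20 µM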
Target sequence (P34949 whole entry, looked up): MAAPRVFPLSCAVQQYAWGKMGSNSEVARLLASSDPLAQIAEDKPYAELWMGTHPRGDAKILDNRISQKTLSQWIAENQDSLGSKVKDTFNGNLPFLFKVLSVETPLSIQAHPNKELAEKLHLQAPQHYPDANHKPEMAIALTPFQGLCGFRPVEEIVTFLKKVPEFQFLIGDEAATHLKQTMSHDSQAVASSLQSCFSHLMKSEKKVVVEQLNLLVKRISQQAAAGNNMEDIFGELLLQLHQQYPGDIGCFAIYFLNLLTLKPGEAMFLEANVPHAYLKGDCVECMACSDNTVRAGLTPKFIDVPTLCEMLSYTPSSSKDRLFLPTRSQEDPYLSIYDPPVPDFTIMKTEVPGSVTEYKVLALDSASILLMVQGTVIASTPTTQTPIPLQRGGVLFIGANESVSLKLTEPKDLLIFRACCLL
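test system = human PMI in coupled enzyme assay | medium = HEPES-buffered pH 7.4 with magnesium and detergent | also added = 1.0 mM mannose-6-phosphate substrate with 0.22 mM NADP+ | compound = 20 µM single dose | times = 20 min incubation at room temperature | measured by = resorufin fluorescence (Ex 544/Em 590 nm) from resazurin via diaphorase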
L major viab: Leishmania major promastigote growth inhibition; Leishmania major promastigotes, resazurin fluorescence viability; inhibition, % at 10 µM; 9% of 200,000 active; AID 1063; in the data active = inhibition above about 50%;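 note: promastigotes grown with compound for 44 hours at 28 °C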
TNAP inh hi DEA: TNAP (human) inhibition, high acceptor. P05186. purified TNAP, CDP-star luminescence, 1 M DEA. inhibition, % at 20 µM. 0.03% of 200,000 active. AID 1135;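 active = over 50% inhibition of tissue-nonspecific alkaline phosphatase at 20 µM in the single-dose screen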;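 note: plate controls were DMSO wells for no effect and EDTA-quenched wells as full inhibition for full effect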
Diaph inh CS: inhibits diaphorase or chemically oxidizes, flagging diaphorase assay artifacts; diaphorase resazurin-to-resorufin fluorescence, NADH, 16 min; bacterial (C. kluyveri) enzyme, not human; inhibition, % at 20 µM; AID 1217; 0.69% of 190,000 active;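 active = primary screen inhibition at 20 µM above a set limit, cut at about 50% in these data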;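 note: plate controls were DMSO with full reaction for no effect and wells lacking NADH for full effect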
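Test system: diaphorase enzyme from Clostridium kluyveri; amount: diaphorase at 0.14 U/mL in enzyme working solution; detection: fluorescence of resorufin formed from resazurin, Ex 544/Em 590 nm; times: reaction incubation of 16 min at room temperature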
bIAP inhibitor: blocks bovine intestinal alkaline phosphatase activity | purified bovine IAP, CDP-star luminescence, 30 min | inhibition, % at 20 µM | 190,000 tested, under 10 active | AID 1019;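 active = over 50% inhibition of intestinal alkaline phosphatase at 20 µM in the single-dose screen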
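Incubation: 30 min reaction at room temperature / Material: purified bovine intestinal alkaline phosphatase (IAP) enzyme / Input: enzyme at 1/65,000,000 dilution / Dosing: 20 µM single dose / Signal: CDP-star luminescence signal / Reagent: CDP-star chemiluminescent phosphatase substrate, 30 µM final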
PMI act: phosphomannose isomerase (human) activation; activation factor at 20 µM; 0.005% of 190,000 active; AID 1214; purified human PMI, coupled resazurin fluorescence, 20 min; stronger effect = higher value; 1 = vehicle control, 0 substrate-free wells; P34949;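 active = activation factor of 2 or more at 20 µM, relative to plate controls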
TNAP inh noacc: blocks human TNAP activity with no phosphate acceptor present | P05186 | purified TNAP, CDP-star luminescence, 30 min | inhibition, % at 20 µM | 0.26% of 200,000 active | AID 1012;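 active = tissue-nonspecific alkaline phosphatase inhibition above about 50% at 20 µM in the single-dose screen, limit read from the data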;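 note: 0% = DMSO negative control and 100% = EDTA positive control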
* marks the source's active call; other numbers are inactive results; · = no result given. Hits appear at their usual frequency, and some 10% of all compounds hit somewhere here.

SMILES	Diaphorase act	TNAP act hiacc	bIAP act	PMI act satM6P	L major viab	TNAP inh hi DEA	Diaph inh CS	bIAP inhibitor	PMI act	TNAP inh noacc
CC(c1ccccc1)C(CC(=O)O)C(=O)NC1CCCCC1 (centres undefined)	0.9	1	1	1	-5	0	9	-1	1	-9
CC1(C)NC(=O)N(CC(=O)OCc2cc(=O)n3cc(Br)ccc3n2)C1=O	1	1	1.1	0.9	4	1	0	-11	1	0
Nc1nc(SCc2ccccc2Cl)nc2nc3c(cc12)CCCC3	1	1	1	0.9	-3	-2	3	-2	0.9	-4
Cc1ccc(CN2C(=O)CCC2C(=O)NC(C)C)cc1 (centres undefined)	1.2	1.1	1	1.1	-3	-6	-16	1	1.2	2
Cc1oc(C2CC2)cc1C(=O)O	0.8	1.1	0.9	0.9	-8	-8	20	9	1	-16
Cc1ccc(NC(=S)NC(=O)CC2CC(C)(C)OC2=O)cc1 (centres undefined)	1	1.1	0.9	1.1	1	-7	4	8	1	-7
CCOC(=O)C1CCN(C(=O)CSc2nccc(C)n2)CC1	1	1	1.1	1.1	-2	-5	5	-14	1.1	2
Cn1cccc1CC(=O)NNC(=S)Nc1ccccc1Cl	1	1	1	0.8	-4	-2	2	2	1	-154
CC(C)NC(=O)c1ccccc1N(Cc1ccccc1)S(C)(=O)=O	1	1	0.9	1.1	-2	1	4	9	1	-11
CCOC(=O)C1(Cc2ccccc2C(F)(F)F)CCN(C2CCSC2)CC1 (centres undefined)	0.8	1	1	0.9	52*	1	23	1	0.9	0
c1ccc2[nH]c3cc4ncnc4cc3nc2c1	0.4	1	0.9	1.2	99*	2	55*	12	1.5	-87
O=C(CCC(=O)N1CCN(c2ccccn2)CC1)Nc1nnc(C2CCCCC2)s1	0.9	1	1	1	-8	-2	10	-5	0.9	-1
COC(=O)CNC(=O)COC(=O)/C=C/c1ccccc1[N+](=O)[O-]	1	1.1	1.2	1.1	9	-5	0	-20	1.2	-10
CC(=O)NC(CCS(C)(=O)=O)C(=O)Nc1c(C)cccc1C (centres undefined)	0.8	1	1	0.9	-6	1	16	-4	0.9	-4
Oc1[nH]c2ccccc2c1N=Nc1nc2ccccc2s1	0.9	0.5	0.7	1	-1	45	13	33	1	24
CN(CC(=O)Nc1ccc(N2CCOCC2)cc1)Cc1cc(=O)n2ccsc2n1	0.9	1	1.1	0.7	-7	0	14	-10	1	-1
Cc1ccc(NS(=O)(=O)c2cc3c4c(cccc4c2)C(=O)NC3=O)cc1	1	1.1	1	1.1	9	-6	2	-3	1.1	-16
CCC(C)(C)NC(=O)CN(C(=O)CNS(=O)(=O)c1ccccc1)c1ccccc1	0.9	1.1	1	1	-6	-8	13	5	1	-12
O=C(Nc1nc(-c2ccc(-c3ccccc3)cc2)cs1)C1=COCCO1	1	1	1	1.1	-9	1	2	5	1	-15
Cc1ccc2cc(CCNC(=O)C(=O)c3c[nH]c4ccccc34)c(=O)[nH]c2c1	0.7	1	1	0.9	-3	-3	32	-2	0.9	-3
CC(C)CC(=O)Nc1ccc2c(c1)OCO2	0.8	1.1	1.3	0.9	-7	-6	21	-27	0.9	-11
Cc1nc2nc(C)c(CCC(=O)N3CCc4ccccc43)c(C)n2n1	0.9	1.1	1.1	1.1	2	-5	11	-13	1	-12
O=C(O)CC(c1ccc(Cl)cc1)n1cccc1 (centres undefined)	0.9	1	1	1.1	-12	-2	7	4	0.9	-10
O=C(CSc1nc2ccccc2[nH]1)NC(=O)NCc1ccco1	0.9	0.9	1.3	0.9	-3	7	11	-32	0.8	-21
CCOC(=O)c1ccc(N2C(=O)CC(N(Cc3ccc4c(c3)OCO4)C(=O)Nc3ccccc3)C2=O)cc1 (centres undefined)	1	1	1.1	1.1	10	1	-2	-8	1	-8

Some of these compounds in order of their number in TNAP inh noacc, rising:
Structure,TNAP act hiacc,bIAP act,PMI act satM6P,TNAP inh hi DEA,Diaph inh CS,bIAP inhibitor,PMI act,TNAP inh noacc
Cc1oc(C2CC2)cc1C(=O)O,1.1,0.9,0.9,-8,20,9,1,-16
CCOC(=O)c1ccc(N2C(=O)CC(N(Cc3ccc4c(c3)OCO4)C(=O)Nc3ccccc3)C2=O)cc1 (centres undefined),1,1.1,1.1,1,-2,-8,1,-8
CC(=O)NC(CCS(C)(=O)=O)C(=O)Nc1c(C)cccc1C (centres undefined),1,1,0.9,1,16,-4,0.9,-4

More records.
SMILES	Diaphorase act	TNAP act hiacc	bIAP act	PMI act satM6P	L major viab	TNAP inh hi DEA	Diaph inh CS	bIAP inhibitor	PMI act	TNAP inh noacc
Cc1ccc(N2C(=O)c3ccc(N)cc3C2=O)cc1	0.9	1	1.1	0.9	-7	-4	15	-8	0.9	-5
COc1ccc(NC(=O)CN(C)S(=O)(=O)c2ccc3c(c2)CCC(=O)N3)c(OC)c1	0.9	1	0.9	1	0	-2	12	8	1	-8
C=CCOc1ccccc1/C=N/O	0.9	1.1	0.9	1	-2	-6	11	10	1.1	-6
COc1ccc(C(=O)/C=C/C(=O)N(CC(=O)NC2CCCCC2)Cc2ccccc2OC)c(O)c1	1	1.1	1.1	1.1	49	-7	-4	-11	1	-6
C=CCn1c(SCC(=O)Nc2ccc(C(=O)OCC)cc2)nnc1-c1cccs1	0.9	1.1	0.9	1	-5	-6	11	10	1	-14
CCc1nnc(NC2=NCCC2)s1	0.9	1	1	0.9	6	-3	12	1	0.8	-5
CCCn1c(=O)c2ccccc2n2c(SCN3C(=O)c4ccccc4C3=O)nnc12	0.9	1	0.8	0.9	·	-2	8	17	0.9	-2
NC(=O)c1cn(-c2ccccc2)nc1-c1cccnc1	0.7	1.1	1	0.8	0	-7	25	0	0.9	-14
CC(C)NC(=O)C1CC(=O)N(C(C)c2ccccc2)C1 (centres undefined)	0.9	1	0.9	1	-7	-4	11	8	0.9	-14
COC(=O)c1cc(C#N)c(=O)[nH]c1C	0.9	1	1	1	-1	-3	8	2	1.1	-11
COc1ccc(C2=C(N)c3ccccc3C2=O)cc1	1	1	1	1	12	-1	4	4	1	-3
COC(=O)CNC(=O)COC(=O)c1ccc(Cl)nc1	1	1	0.9	1	4	-1	3	13	1.1	-7
CCC(CC)N1CCN(CCc2ccccc2)C(CCO)C1 (centres undefined)	1	1	1	1	32	-1	-5	-2	1.1	-6
Cc1ccc(O)c(N=CC2=C(O)c3ccccc3C2=O)c1	0.8	0.9	0.9	0.8	18	11	22	11	1.2	8
Cc1ccccc1N1C(=O)C2C3C=CC(C2C1=O)N(C)C3=O (centres undefined)	0.9	1	0.9	1	-6	0	5	5	1	-10
CCOC(=O)c1c(NC(=O)/C=C/c2ccc(C)o2)sc(C)c1C	0.9	1	1	0.9	-5	0	6	1	0.9	4
O=C(NCC1CCS(=O)(=O)C1)NCC1CCS(=O)(=O)C1 (centres undefined)	0.9	1.1	0.9	1	-6	-9	10	9	1.1	-1
Cc1nc(-c2ccc(NC(=O)c3ccccc3)cc2)cs1	0.9	1	1	1	10	-1	8	5	1	-1
COc1cc(S(=O)(=O)NCc2ccccn2)c(OC)cc1Cl	0.8	1	1	0.9	-7	-4	16	-2	0.9	-6
Clc1ccccc1OCc1nnc(-c2ccccc2)o1	0.9	1.1	1	1	-7	-6	11	2	1	-18
Cc1ccc(NC(=O)NCc2ccc3c(c2)OCO3)cc1	0.9	1	0.9	1.1	-5	-3	9	11	1.1	-15
C/C(N)=C(/C#N)C(=O)CSc1nnc(Nc2c(C)cccc2C)s1	0.8	1	1	1	-6	-5	17	-4	1	-8
CC(=O)N(Cc1ccccc1)Cc1nc2sc(C)c(C)c2c(=O)[nH]1	1	1	0.9	0.9	-12	-4	-2	13	0.9	-7
CC(C)(C)n1nc2c(c1NC(=O)Cc1ccc(F)cc1)CSC2	0.8	1.1	1	1	-3	-9	17	0	1	-26
O=C(Nc1ccc2snnc2c1)N1CCSCC1	1	1	1	1	17	-3	4	5	1	-11
SMILES	Diaphorase act	TNAP act hiacc	bIAP act	PMI act satM6P	L major viab	TNAP inh hi DEA	Diaph inh CS	bIAP inhibitor	PMI act	TNAP inh noacc
CCn1c(CNc2ccc(OC)cc2)nnc1SCC(=O)Nc1ccc(F)cc1	0.9	1	0.8	0.9	1	-3	5	23	1	-13
CCN(CC)C(=O)c1cn(-c2ccccc2)nc1-c1ccc2c(c1)OCCO2	1	1.1	1.1	1	23	-6	-1	-15	1	-5
CCOC(=O)C1CCCN(Cc2cn[nH]c2-c2ccc(F)cc2F)C1 (centres undefined)	0.9	1.1	1	1	0	-5	12	-4	1	42
CCOC(=O)C1=C(C)NC(C)=C(C(=O)OCC)C1c1ccccn1	0.9	1.1	1	1	8	-7	6	0	1.1	-5
Cc1cc(C)cc(NS(=O)(=O)c2ccc(NC(=O)C3CCCCC3C(=O)O)cc2)c1 (centres undefined)	1	1	1	1	50	-3	4	-4	1.1	-8
Oc1c(C(c2cccs2)N2CCN(c3cccc(Cl)c3)CC2)sc2ncnn12 (centres undefined)	0.8	1	1	0.9	39	-2	16	-5	1	-30
Cc1ccccc1NC(=S)N(C)Cc1cccs1	0.9	1	0.9	1	-2	2	6	14	1	-15
C#CCOCCOCCOCCNc1nc(N2CCN(C(=O)[C@H](CCC(=O)O)n3cc(C(N)Cc4ccc(O)cc4)nn3)CC2)nc(N2CCN(C(=O)[C@H](CCC(=O)O)n3cc(C(N)CC(C)C)nn3)CC2)n1 (some centres undefined)	0.4	1	1.1	1.2	3	-1	57*	-7	0.9	-4
CC1CCCCN1c1nnc(N)s1 (centres undefined)	1	1	0.9	1	-1	-4	4	11	1	-10
Cc1ccccc1OCC1Cc2c(nc(N)c(C#N)c2N)O1 (centres undefined)	0.9	1	0.9	1	1	-4	8	12	1.1	8
Cc1cc(NC(=O)C2CCCCC2)ccc1NC(=O)c1ccccc1Cl	1	1	1.2	1	-4	-1	-1	-17	1	12

Some of these compounds in order of number of heavy atoms, rising.
SMILES	Diaphorase act	TNAP act hiacc	bIAP act	PMI act satM6P	L major viab	TNAP inh hi DEA	Diaph inh CS	bIAP inhibitor	PMI act	TNAP inh noacc
Cc1ccc2cc(CCNC(=O)C(=O)c3c[nH]c4ccccc34)c(=O)[nH]c2c1	0.7	1	1	0.9	-3	-3	32	-2	0.9	-3
O=C(CCC(=O)N1CCN(c2ccccn2)CC1)Nc1nnc(C2CCCCC2)s1	0.9	1	1	1	-8	-2	10	-5	0.9	-1
C#CCOCCOCCOCCNc1nc(N2CCN(C(=O)[C@H](CCC(=O)O)n3cc(C(N)Cc4ccc(O)cc4)nn3)CC2)nc(N2CCN(C(=O)[C@H](CCC(=O)O)n3cc(C(N)CC(C)C)nn3)CC2)n1 (some centres undefined)	0.4	1	1.1	1.2	3	-1	57*	-7	0.9	-4
